Dengue-2 NS5 capping: Dengue-2 NS5 methyltransferase inhibitors, primary screen, biochemical, confirmation dose response (AID 588689). inhibition, % at 25 µM, or IC50 in µM where a hit was titrated. Dengue-2 NS5 methyltransferase capping enzyme assay, biochemical; higher % means a stronger effect. hit rate 0.3% among 340,000; in the data active = a potency from the dose series; inconclusive = inhibition above about 29% without an active follow-up result
Myeloid diff MLP: promotes myeloid progenitor differentiation; calls only at 10 µM; hit rate 1% among 360,000; AID 624256; ER-HoxA9 myeloid progenitors, lysozyme-GFP differentiation, flow cytometry;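 active = normalized GFP-positive differentiation at or above the plate's own cutoff, the solvent-only control mean plus 3 SD; inconclusive = no clear call, values can overlap the other calls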;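 also: cells exposed to compound for four days before flow analysis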
Dengue-2 NS5 capping pilot replicate: further read-out of Dengue-2 NS5 capping, marked with its call; inhibition, %; measured here: pilot screen replicate inhibition
Myeloid diff MLP GFP+ MAC1+ %: also measured in Myeloid diff MLP; calls as there; GFP+ MAC1+ double positive, %; measured here: differentiation confirmed by MAC1 staining
* marks the source's active call; other numbers are inactive results; i = inactive; ? = inconclusive; nt = not tested or not shown.

SMILES | Dengue-2 NS5 capping | Myeloid diff MLP | Myeloid diff MLP GFP+ MAC1+ % | others
COc1ccc(NC(=O)COC(=O)c2cc(S(=O)(=O)N3CCCC3)ccc2O)cc1 | 3% | i | 0.7
Cc1cccc(CN2CCN(CC(=O)NCc3ccc(F)cc3)C2=O)c1 | -6% | i | 4.1
CC(C)NC(=O)Nc1ccc2c(c1)C(=O)N([C@@H](C)CO)C[C@H](C)[C@H](CN(C)S(=O)(=O)c1ccccc1)OCCCC[C@H](C)O2 | 1% | i | 0.7
Cc1ccc(N(CC(=O)N2CCCCCC2)S(C)(=O)=O)cc1 | -1% | i | 1.1
COc1c(Cl)c(=O)oc2ccc(Cl)cc12 | 5% | i | 1.8
C=CCn1ccc(=O)nc1SC | 6% | i | 0.4
CC(NC(=O)CNC(=O)c1ccc2c(c1)OCO2)c1ccc(S(N)(=O)=O)cc1 (stereo unspecified) | -6% | ? | nt
CC(=O)N1CCN(C(=O)COC(=O)/C=C/c2ccccc2[N+](=O)[O-])CC1 | 9% | i | 1.8
CC(C)(C)c1cccc(Cn2nnc3ccccc32)c1O | 3% | i | 1.8
O=C(COC(=O)c1cc2ccccc2o1)NCc1ccco1 | -4% | i | 0.4
CC(Oc1cccc(Cl)c1)C(=O)N1CCN(c2ncccn2)CC1 (stereo unspecified) | -3% | i | 0.6
CCCCN(C(=O)c1nn(C)c(=O)c2ccccc12)c1c(N)n(CC(C)C)c(=O)[nH]c1=O | 2% | i | 0.3
C#CCN(C[C@@H](CC(C)C)NC(=O)OC(C)(C)C)S(=O)(=O)c1ccc(Br)cc1F | 1% | i | 0.4
COc1ccc(C)cc1NC(=O)COC(=O)c1c(-c2ccccc2)noc1C | -4% | i | 3.1
CCOC(=O)c1ccc(S(=O)(=O)NCCNCc2ccccc2)cc1 | -5% | i | 0.5
CCN(CC)C(=O)C1=C(C)N(CCCN2CCCC2=O)C(=O)C(CC(=O)NCCN2CCOCC2)C1 (stereo unspecified) | 3% | i | 0.8
O=C(Nc1cc2c3c(c1)CC(=O)N3CCC2)c1ccc(Br)cc1 | 1% | i | 0.5
COc1ccc(NS(=O)(=O)c2cccc(C(=O)NCC(c3ccco3)N3CCCC3)c2)cc1 (stereo unspecified) | 3% | i | 0.7
Cc1ccc(S(=O)(=O)N2CCN(C(=O)COC(=O)c3ccccc3OC(F)F)CC2)c(C)c1 | -6% | i | 0.8
Cn1nc(N)c2ncc(C(Cl)(Cl)Cl)nc21 | 9% | i | 0.6
Cc1nc(SCC(=O)NCC2CCCO2)c2c(C)c(C)sc2n1 (stereo unspecified) | -8% | i | 0.8
CC[C@@H](NC(=O)Cn1cc(C)c(=O)[nH]c1=O)c1ccccc1 | 6% | i | 2.1
O=C(CSc1ccc(Cl)cc1)NC1CC1 | 5% | i | 1.6
CCOC(=O)c1c(NC(=O)CSc2nc3ccccc3[nH]2)sc2c1CC(C)(C)NC2(C)C | 0% | i | 0.9
CCOc1ccccc1NC(=O)COC(=O)c1cc(C)oc1C | -5% | i | 0.7
CCC(C)n1c(C)cc(=O)n1C(C)CC (stereo unspecified) | -4% | i | 0.4
Cn1cccc1C(=O)OCC(=O)NCCc1ccccc1 | 4% | i | 1.3
O=C(COC(=O)CNC(=O)c1ccccc1F)NC1CC1 | -5% | i | 0.0
O=C(COC(=O)c1cccc(O)c1)Nc1nnc(-c2ccccc2)o1 | -7% | i | 0.4
N#Cc1ccc(CN2CCN(c3ccc(S(=O)(=O)N4CCCC4)cn3)CC2)cc1 | -12% | i | 0.1
CC(=O)c1ccc(S(=O)(=O)N2CCN(c3nc4c(C)c(C)ccc4cc3C#N)CC2)cc1 | -4% | i | 0.3
Cc1cccc(C)c1NC(=O)CNC(=O)C1COc2ccccc2O1 (stereo unspecified) | 4% | i | 1.0
COc1cc(C(=O)OCCCc2cc3ccccc3c(=O)o2)cc(OC)c1OC | -3% | i | 2.6
Cc1ccc(OCC(=O)Oc2ccccc2[N+](=O)[O-])cc1 | -5% | i | 0.9
Cc1ccc(C)c(NC(=O)COC(=O)c2ccc[n+]([O-])c2)c1 | -3% | i | 1.9
CC1CCCC(C)N1C(=O)COC(=O)/C=C/c1ccc(Br)o1 (stereo unspecified) | -12% | i | 0.5
COc1ccc(CN(C)C(=O)C(Cc2ccccc2)NC(=O)c2ccccc2)cc1F (stereo unspecified) | -2% | i | 1.0
COc1ccc(C(=O)Nc2ccc(NC(C)=O)cc2)cc1S(=O)(=O)N1CCCCC1C (stereo unspecified) | 0% | i | 0.5
COc1ccc(C2=NN(C(=O)CSc3nccn3C)C(c3ccco3)C2)cc1 (stereo unspecified) | 0% | i | 0.8
O=C(O)c1ccc(Cl)cc1NC(=O)C1CCN(S(=O)(=O)c2cccs2)CC1 | -2% | i | 0.4
C=C(C)[C@H]1CC=C(C)C(=O)C1 | -9% | i | 0.7
Cn1c(N)c(C(=O)CSc2nnc(C3CC3)n2-c2ccccc2)c(=O)[nH]c1=O | 12% | i | 0.8
Cc1ccc(C(=O)NCC(=O)N2CCCCCCC2)cc1 | -4% | i | 0.5
Cc1c(Cl)cccc1NC(=O)CC(NCCN1CCOCC1)C(=O)O (stereo unspecified) | -4% | i | 0.3
CCCn1c(C)cc(/C=C(\C#N)C(=O)OCC(=O)Nc2cccc(S(N)(=O)=O)c2)c1C | 4% | i | 0.6
CC(NC(=O)c1ccccc1)c1nnc(SCC(=O)Nc2nnc(C3CC3)s2)n1C (stereo unspecified) | 0% | i | 0.7
O=S1(=O)N[C@@H](Cc2ccccc2)COc2cc(Br)ccc21 | -5% | i | 0.7 | Dengue-2 NS5 capping pilot replicate=0.0
CC1(c2ccc3ccccc3c2)NC(=O)N(CC(=O)NCC(C)(C)N2CCOCC2)C1=O (stereo unspecified) | 1% | i | 0.2
CC(NC(=S)NC(=O)c1ccccc1)c1ccccc1 (stereo unspecified) | -1% | i | 0.3
CSc1ccccc1NC(=O)CN(C)C(=O)c1ccc(NC(=O)c2cccs2)cc1 | 4% | i | 1.0
COc1cc(N)c(Cl)cc1C(=O)OC(C)C(=O)Nc1cccc(S(=O)(=O)N2CCOCC2)c1 (stereo unspecified) | -5% | i | 0.6
O=C(Nc1cc2c3c(c1)CC(=O)N3CCC2)C1CCCCC1 | -3% | i | 0.4
Cc1cccc(C(=O)OCC(=O)N2CC(C)CC(C)C2)c1C (stereo unspecified) | 10% | i | 0.7
O=C(COC(=O)c1cc([N+](=O)[O-])ccc1N1CCOCC1)c1ccc(OC(F)F)cc1OC(F)F | -4% | i | 1.8
CSCCC(NS(=O)(=O)c1ccc(C)cc1)C(=O)N(C)CC(=O)Nc1ccccc1Br (stereo unspecified) | -5% | i | 0.1
CSc1ncccc1C(=O)OCC(=O)NC1CCC(C)CC1 (stereo unspecified) | -1% | i | 0.7
Cc1cc(C)c2nc(N3CCN(C(=O)c4ccco4)CC3)sc2c1 | -7% | i | 1.3
O=c1c(O)c(-c2ccccc2)oc2cc(O)cc(O)c12 | -4% | i | 1.4
CCOC(=O)N1CCN(S(=O)(=O)c2ccc3c(c2)NC(=O)CO3)CC1 | 1% | i | 1.3
Cc1ccc(C2=NOC(C)(c3sc(-c4ccc(Cl)cc4)nc3C)C2)cc1 (stereo unspecified) | -2% | i | 1.2
(listing goes on)
SMILES | Dengue-2 NS5 capping | Myeloid diff MLP | Myeloid diff MLP GFP+ MAC1+ % | others
CC1CCCC(NC(=O)c2ccc3c(c2)OCO3)C1C (stereo unspecified) | 0% | i | 0.4
COC(=O)[C@]1(Cc2ccccc2)N[C@H](CN(C)S(=O)(=O)c2ccc(-c3ccccc3)cc2)[C@@H]2C(=O)N(Cc3ccccc3)C(=O)[C@@H]21 | 5% | i | 0.2
CC(OC(=O)c1cccc(S(=O)(=O)N(C)C)c1)C(=O)NCC(=O)Nc1ccc(F)c(F)c1F (stereo unspecified) | -14% | i | 1.3
COC(C[C@@H](O)C[C@@H](O)[C@H](C)OCc1ccccc1)OC | 4% | i | 0.7
Cc1ccc(S(=O)(=O)N(C)C)cc1NC(=O)CSc1ccc2c(c1)OCCO2 | 7% | i | 1.0
CC(=O)Nc1ccc(NC(=O)CSc2nc(=O)n(CCCN3CCOCC3)c3c2CCC3)cc1 | 0% | i | 1.8
CCC(C)c1ccccc1N1CC(C(=O)NCCCn2nc(C)cc2C)CC1=O (stereo unspecified) | 1% | i | 0.2
CC(C)(C)c1ccc(S(=O)(=O)N2CCN(CC(=O)N3CC(=O)Nc4ccccc43)CC2)cc1 | -12% | i | 1.3
COc1ccccc1C(=O)COC(=O)Cn1nc(C)c([N+](=O)[O-])c1C | -8% | i | 1.0
O=C(COC(=O)c1n[nH]c2ccccc12)NC1CCCCC1 | 14% | i | 1.9
NC(=O)c1ccsc1NC(=O)COC(=O)c1ccccc1F | -1% | i | 1.7
CN(CC(=O)Nc1ccccc1Cl)C(=O)COC(=O)/C=C/c1cccc(C(F)(F)F)c1 | 1% | i | 0.6
Cc1ccc(S(=O)(=O)N[C@H](C(=O)OCC(=O)NC(=O)C2CCCCC2)C(C)C)cc1 | -1% | i | 0.5
CCOc1ccc(NC(=O)N(O)C2(C#N)CCCCC2)cc1 | -1% | i | 1.4
Cc1ccc(S(=O)(=O)c2nc(/C=C/c3ccccc3)oc2N2CCC(C(N)=O)CC2)cc1 | -4% | i | 1.3
C[C@H](O)[C@@H]1C(=O)N2CCc3c([nH]c4ccccc34)[C@@H]2C[C@@H]1N(C)Cc1ccc(Cl)cc1 | 7% | i | 0.3
CN(C)C(=O)c1ccc(-c2cc3onc(-c4ccccc4)c3c(=O)n2C)cc1 | -3% | i | 2.0
O=S(=O)(Nc1ccc(S(=O)(=O)N2CCCC2)cc1)c1ccc(F)cc1F | -3% | i | 0.7
COc1ccc(S(=O)(=O)Nc2ccc3c(c2)C(=O)N([C@H](C)CO)C[C@H](C)[C@@H](CN(C)C(=O)Nc2c(C)noc2C)OCCCC[C@H](C)O3)cc1 | -4% | i | 1.7
O=C(CSc1ccccc1)Nc1ccc(Cl)c(S(=O)(=O)N2CCOCC2)c1 | -2% | i | 1.1
CN(C(=S)NC(=O)C12CC3CC(CC(C3)C1)C2)c1ccc(O)cc1 | 21% | i | 2.1
COC(=O)C[C@H]1c2cc(C(F)(F)F)ccc2S(=O)(=O)N1Cc1ccccc1 | 0% | i | 1.8
CN(CC(=O)Nc1ccccc1Br)C(=O)CCCSc1nc2ccccc2[nH]1 | 1% | i | 0.5
COc1ccc(C(=O)OCC#CCSc2nnc(-c3cccc4ccccc34)o2)cc1 | 7% | i | 1.8
CCC1(c2ccccc2)NC(=O)N(CC(=O)NC2(C#N)CCCCC2)C1=O (stereo unspecified) | -1% | i | 0.8
C[C@H]1CN([C@@H](C)CO)C(=O)CCCn2nncc2CO[C@H]1CN(C)S(C)(=O)=O | -5% | i | 0.6
Cc1ccccc1OCCOC(=O)c1ccc(S(=O)(=O)N2CCCC2)cc1 | -9% | i | 0.2
O=S(=O)(c1cccs1)N1CCN(CCOc2ccccc2)CC1 | -6% | i | 0.9
O=C(c1cccs1)N1C[C@@H](n2cc(-c3ccc(F)cc3)nn2)[C@H](O)C[C@@H]1c1ccc(Cl)cc1 | -2% | i | 2.2
O=C(COC(=O)c1ccc(Br)o1)Nc1cccc(S(=O)(=O)N2CCCCC2)c1 | -15% | i | 1.3
CN(C(=O)Cn1nc(C(=O)O)c2ccccc2c1=O)C1CCCCC1 | -7% | i | 0.8
O=C(CCNC(=O)c1ccc(Br)cc1)Nc1ccccc1N1CCCCC1 | -4% | i | 0.8
O=C(COc1ccccc1Cc1ccccc1)Nc1cccc(S(=O)(=O)N2CCOCC2)c1 | -3% | i | 0.5
C[C@@H]1CN([C@H](C)CO)C(=O)CCCn2nncc2CO[C@H]1CN(C)S(=O)(=O)c1cccc(C#N)c1 | -2% | i | 0.6
COc1cc(OC)cc(C(=O)NCC(=O)N2CCCCCCC2)c1 | -11% | i | 0.5

By substructure, those above containing an aryl methoxy group (13)
SMILES | Dengue-2 NS5 capping | Myeloid diff MLP | Myeloid diff MLP GFP+ MAC1+ % | others
COc1ccc(NC(=O)COC(=O)c2cc(S(=O)(=O)N3CCCC3)ccc2O)cc1 | 3% | i | 0.7
COc1c(Cl)c(=O)oc2ccc(Cl)cc12 | 5% | i | 1.8
COc1ccc(C)cc1NC(=O)COC(=O)c1c(-c2ccccc2)noc1C | -4% | i | 3.1
COc1ccc(NS(=O)(=O)c2cccc(C(=O)NCC(c3ccco3)N3CCCC3)c2)cc1 (stereo unspecified) | 3% | i | 0.7
COc1cc(C(=O)OCCCc2cc3ccccc3c(=O)o2)cc(OC)c1OC | -3% | i | 2.6
COc1ccc(CN(C)C(=O)C(Cc2ccccc2)NC(=O)c2ccccc2)cc1F (stereo unspecified) | -2% | i | 1.0
COc1ccc(C(=O)Nc2ccc(NC(C)=O)cc2)cc1S(=O)(=O)N1CCCCC1C (stereo unspecified) | 0% | i | 0.5
COc1ccc(C2=NN(C(=O)CSc3nccn3C)C(c3ccco3)C2)cc1 (stereo unspecified) | 0% | i | 0.8
COc1cc(N)c(Cl)cc1C(=O)OC(C)C(=O)Nc1cccc(S(=O)(=O)N2CCOCC2)c1 (stereo unspecified) | -5% | i | 0.6
COc1ccccc1C(=O)COC(=O)Cn1nc(C)c([N+](=O)[O-])c1C | -8% | i | 1.0
COc1ccc(S(=O)(=O)Nc2ccc3c(c2)C(=O)N([C@H](C)CO)C[C@H](C)[C@@H](CN(C)C(=O)Nc2c(C)noc2C)OCCCC[C@H](C)O3)cc1 | -4% | i | 1.7
COc1ccc(C(=O)OCC#CCSc2nnc(-c3cccc4ccccc34)o2)cc1 | 7% | i | 1.8
COc1cc(OC)cc(C(=O)NCC(=O)N2CCCCCCC2)c1 | -11% | i | 0.5

Some of the compounds tested; rates above refer to the full screens.
